Bioassay records deposited in PubChem BioAssay by The Scripps Research Institute Molecular Screening Center.
OXTR potentiate: human OXTR potentiators, primary screen, fluorescence, CHO-OTR cells, Fluo-8 calcium; Fluo-8 calcium fluorescence, potentiator mode; 0% = oxytocin EC15, 100% = EC100; activation, % at 3 µM; hit rate 0.061% among 320,000;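 active = activation above that plate's cutoff, the mean activation of tested compounds plus 3 SD, cut at about 6.6% in these data, passing the limit was not always enough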;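 note: 100% uses oxytocin at 75 nM as the full agonist control; some results filed as inactive read as strong as hits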
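Assay system: CHO cell line stably expressing human OTR. Reagent: EC15 oxytocin agonist. Dosing: single dose, 3.0 µM nominal final compound concentration. Timing: compound 6 min at room temperature before oxytocin, 100 s read. Signal: kinetic Fluo-8 calcium fluorescence. Controls: oxytocin EC15 low and EC100 high.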
TAAR1 ag: human TAAR1 agonists, primary screen, Fluo-8 calcium fluorescence, CHO RD-HGA16 cells | Trace amine-associated receptor 1 (Homo sapiens), Q96RJ0 | vehicle wells 0%, saturating PEA agonist 100% | activation, % at 3 µM | hit rate 0.99% among 360,000 | AID 624467, 2012;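 active = activation above the mean activation of all test compounds in the run plus 3 SD, cut at about 38% in these data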
Target sequence (Q96RJ0 whole entry, looked up): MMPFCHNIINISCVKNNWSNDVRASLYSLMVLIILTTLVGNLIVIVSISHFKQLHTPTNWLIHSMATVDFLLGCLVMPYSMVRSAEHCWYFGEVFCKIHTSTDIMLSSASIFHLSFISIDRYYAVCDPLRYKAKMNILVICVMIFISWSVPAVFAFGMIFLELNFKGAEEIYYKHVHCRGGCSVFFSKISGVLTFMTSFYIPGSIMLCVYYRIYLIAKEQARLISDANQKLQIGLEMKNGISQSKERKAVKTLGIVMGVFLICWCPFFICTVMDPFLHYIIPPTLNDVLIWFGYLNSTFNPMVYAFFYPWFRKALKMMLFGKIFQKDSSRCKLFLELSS
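test system = CHO RD-HGA16 cells carrying human TAAR1 plus Gα16 | schedule = 17-24 h seeding, 75 min 37 °C dye, 30 min RT | compound dosing = 3 µM single concentration | control set = DMSO and PEA EC100 | replicates = n 1 | signal = Fluo-8 fluorescence, 5 s baseline then 140 s kinetic read | measure = percent activation vs PEA EC100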
TAAR1 antagonist: human TAAR1 antagonists, primary screen, Fluo-8 calcium fluorescence, CHO RD-HGA16 cells; Trace amine-associated receptor 1 (Homo sapiens), Q96RJ0; antagonist; inhibition, % at 3 µM; hit rate 1.5% among 360,000; AID 624466, 2012;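 active = inhibition above a per-plate cutoff, the mean inhibition of test compounds on that plate plus 3 SD, cut at about 49% in these data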;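 note: 0% = DMSO plus EC80 beta-PEA response and 100% = DMSO alone without agonist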
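Material: CHO RD-HGA16 cells bearing hTAAR1; compound dosing: one-point dosing, 3 µM nominal final; schedule: dye loading 75 min at 37 °C, then 30 min room temperature; measured by: calcium fluorescence with Fluo-8; control set: vehicle and agonist controls; replication: n of 1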
CHO-K1 Ca PAM: nonselective calcium activators in parental CHO-K1 cells, primary screen, counter-screen for M1 PAM project, cell-based, Fluo-8 calcium fluorescence, full deck, 1536-well | ATP EC20; 0% at ATP EC20, 100% at ATP max | activation, % at 3 µM | hit rate 0.02% among 360,000;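 active = activation above the run cutoff, the mean activation of all test compounds plus 3 SD, cut at about 40% in these data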;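 note: peak over basal fluorescence ratio in a 140 s read after ATP addition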
M1 ag parental: counter-screen for M1 agonists: effect in parental CHO-K1 cells; hit rate 0.48% among 360,000; AID 602248, 2012; Fluo-8 calcium fluorescence; scaled to maximal ATP response, vehicle zero; activation, % at 3 µM; in the data active = activation above about 15%;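 note: untransfected CHO-K1 host cells lacking M1 receptor as counterscreen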
M1 ag: human M1 muscarinic receptor agonists, primary screen, Fluo-8 calcium fluorescence, CHO-K1 cells, HTS; AID 588814, 2011; CHO-K1 hM1, agonist mode; 0% DMSO, 100% acetylcholine EC100; hit rate 0.33% among 360,000; Muscarinic acetylcholine receptor M1 (Homo sapiens), P11229; activation, % at 3 µM;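 active = activation above the run's mean compound activation plus 3 SD, cut at about 16% in these data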;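 note: peak over basal fluorescence ratio within a 140 s kinetic read after compound addition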
Target sequence (P11229 whole entry, looked up): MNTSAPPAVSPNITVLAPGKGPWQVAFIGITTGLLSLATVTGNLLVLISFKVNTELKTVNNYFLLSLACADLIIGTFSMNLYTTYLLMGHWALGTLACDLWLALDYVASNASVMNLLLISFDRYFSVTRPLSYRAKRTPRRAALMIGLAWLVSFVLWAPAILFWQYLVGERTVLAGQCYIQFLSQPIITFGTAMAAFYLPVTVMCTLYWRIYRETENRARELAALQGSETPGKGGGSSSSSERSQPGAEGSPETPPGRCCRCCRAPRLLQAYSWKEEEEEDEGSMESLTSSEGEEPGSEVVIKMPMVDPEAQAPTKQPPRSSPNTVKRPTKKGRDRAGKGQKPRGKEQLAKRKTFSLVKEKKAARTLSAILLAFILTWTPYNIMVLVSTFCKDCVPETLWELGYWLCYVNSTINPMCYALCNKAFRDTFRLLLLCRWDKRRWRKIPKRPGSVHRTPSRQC
CHRM1 antagonist: human M1 muscarinic receptor antagonists, primary screen, CHO-K1 cells, Fluo-8 calcium fluorescence, 1536-well | Muscarinic acetylcholine receptor M1 (Homo sapiens), P11229 | CHO-K1 hM1, ACh EC80 antagonist | inhibition, % at 3 µM | hit rate 1.3% among 360,000 | AID 588852, 2011;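 active = percent inhibition above its own plate's cutoff, namely the mean of that plate's compound wells plus 3 SD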;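 note: peak over basal fluorescence ratio during 140 s after agonist addition; 0% = ACh EC80 plus DMSO and 100% = DMSO alone without agonist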
CHO-K1 Ca antag: nonselective inhibitor or artifact in parental CHO-K1 cells; ATP-induced calcium, Fluo-8 fluorescence; hit rate 0.6% among 360,000; inhibition, % at 3 µM; AID 602250;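 active = inhibition above a per-plate cutoff, the plate's mean sample inhibition plus 3 SD, cut at about 24% in these data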;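 note: 0% = DMSO plus EC80 ATP and 100% = DMSO alone without ATP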
CHO parental Ca: ATP-evoked calcium signal inhibitors, parental CHO, primary screen, counter-screen for OX1R antagonist project, cell-based, fluorescence, Fluo-8 calcium dye. inhibition, % at 5.6 µM. parental CHO-K1, ATP-induced calcium, Fluo-8 fluorescence. hit rate 0.63% among 330,000;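 active = inhibition above that plate's mean sample inhibition plus 3 SD, cut at about 26% in these data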;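 note: 0% = ATP-challenged DMSO wells and 100% = DMSO wells without ATP; some compounds past the cut are filed as inactive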
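Assay system – parental CHO cells · Reagent – ATP stimulus · Detection – intracellular calcium via Fluo-8 no-wash fluorescent dye · Evaluation – percent inhibition of ATP-evoked calcium rise, normalized to controls · Controls – ATP wells versus no-ATP DMSO wells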
The depositor's hits bear a star; . = no result given. Not a hit list; 4.2% or so of the library scored in one or more.

SMILES	OXTR potentiate	TAAR1 ag	TAAR1 antagonist	CHO-K1 Ca PAM	M1 ag parental	M1 ag	CHRM1 antagonist	CHO-K1 Ca antag	CHO parental Ca
Cc1onc(-c2c(F)cccc2Cl)c1C(=O)Nc1ccc(S(=O)(=O)N2CCOCC2)cc1	0	2	38	18	4.4	-4	-13	-7	-4
O=C(CCN1C(=O)/C(=C/c2ccccc2)SC1=S)NC1CCS(=O)(=O)C1 (stereo not given)	-13	5	-2	5	6.7	3	1	-9	-9
O=C(NC(=O)c1ccc(F)cc1F)Nc1ccc(Cl)cc1	1	0	8	-14	0.1	-3	1	5	-6
N#Cc1cccc(NC(=O)COc2ccc(-n3ccnc3)cc2)c1	-7	8	22	-4	5.2	-2	0	1	23*
CCN(C(=O)COC(=O)c1cccc(S(=O)(=O)N(C)C)c1)c1c(N)n(Cc2ccccc2)c(=O)[nH]c1=O	.	4	-13	14	0.8	-2	-9	-14	.
C=CCN1C(=O)C2(OCCCO2)c2cc(Cl)ccc21	4	-1	-17	-5	0.0	-4	-1	2	-9
CN(Cc1ccc(Cl)s1)C(=O)CNC(=O)CNC(=O)c1ccc(Cl)cc1Cl	-2	1	-7	-1	0.8	-4	-9	-15	-28
Cc1nc2cc(-c3ccccc3)nn2c(C)c1CCC(=O)N1CCN(c2ccccc2)CC1	-2	-1	0	7	0.3	4	-10	0	-17
COc1ccc(C(=O)Nc2c(Cl)cc(Cl)cc2C(=O)N2CCOCC2)cc1	3	1	-2	22	0.9	-6	-3	-3	-12
CSc1cccc(NC(=O)c2ccc(Cl)nc2)c1	-2	3	21	1	1.4	-2	6	0	-4
COc1cc(/C=C(\C#N)C(=O)NCc2ccccc2)ccc1OCc1ccc(C(=O)O)cc1	-2	-1	-10	5	1.1	-2	-1	-8	5
O=C(O)Cn1cc(/C=N/NC(=O)c2cc3cc(Br)ccc3o2)c2ccccc21	-7	1	-44	-5	-0.1	-1	-11	4	-11
COc1ccc(/C=C/C(=O)c2ccc(Cl)cc2)c(OC)c1	-6	1	8	10	0.3	-5	-4	-17	-22
COC(=O)c1ccccc1NC(=O)c1ccc(COc2cc(C)cc(C)c2)o1	0	11	40	5	0.4	-2	-5	-6	-19
O=C(c1ccccc1)c1c[nH]c(C(=O)C(Cl)(Cl)Cl)c1	0	3	-6	12	0.3	-3	4	-1	-4
CCCOC(=O)CCNc1n[nH]c(=O)[nH]c1=O	3	18	-14	14	0.0	3	-9	-5	-10
COC(=O)C1=C(O)CSC1=Nc1cccc(C(F)(F)F)c1	-8	4	-2	4	0.1	-1	-4	23	-15
COc1ccc(NS(=O)(=O)CC(C)C)c(OC)c1	-5	0	-10	-14	0.0	0	-2	14	-8
O=C(NCCc1ccccc1)c1c[nH]c2ccc(F)cc2c1=O	.	18	-13	14	4.1	0	-9	0	.
CC(=O)Nc1ccc(S(=O)(=O)N2CCC(C(=O)O)(c3ccccc3)CC2)cc1	4	4	-5	21	2.0	-4	-13	-11	-9
COCCNC(=S)N(CCc1c(C)[nH]c2ccc(Cl)cc12)Cc1cccs1	-5	0	25	2	0.2	-2	-12	-10	-20
CN(C)Cc1c(O)ccc2c3c(c(=O)oc12)CCCCC3	-1	3	-1	25	0.6	-5	-6	-5	-6
Nc1ncc(Br)cc1S(=O)(=O)NCCC(=O)N1CCN(c2ccccc2)CC1	-10	7	-17	5	1.8	-5	10	-7	-15
O=C(c1ccc(F)cc1)c1cn[nH]c1-c1ccccc1O	-8	4	15	12	5.0	0	-3	-18	-13
O=C1CN(C(=O)COC(=O)c2ccc[n+]([O-])c2)c2ccccc2N1	-4	6	13	-2	0.1	-1	0	9	-9

4 of the compounds above, with values under each structure:
The line under a structure holds: OXTR potentiate, TAAR1 ag, TAAR1 antagonist, CHO-K1 Ca PAM, M1 ag parental, M1 ag, CHRM1 antagonist, CHO-K1 Ca antag, CHO parental Ca
- C=CCN1C(=O)C2(OCCCO2)c2cc(Cl)ccc21
→ 4, -1, -17, -5, 0.0, -4, -1, 2, -9
- COCCNC(=S)N(CCc1c(C)[nH]c2ccc(Cl)cc12)Cc1cccs1
→ -5, 0, 25, 2, 0.2, -2, -12, -10, -20
- CC(=O)Nc1ccc(S(=O)(=O)N2CCC(C(=O)O)(c3ccccc3)CC2)cc1
→ 4, 4, -5, 21, 2.0, -4, -13, -11, -9
- O=C(NCCc1ccccc1)c1c[nH]c2ccc(F)cc2c1=O
→ ., 18, -13, 14, 4.1, 0, -9, 0, .

Following part:
SMILES	OXTR potentiate	TAAR1 ag	TAAR1 antagonist	CHO-K1 Ca PAM	M1 ag parental	M1 ag	CHRM1 antagonist	CHO-K1 Ca antag	CHO parental Ca
O=C(c1cccs1)N1CCN(Cc2nc(-c3ccccc3)no2)CC1	.	2	12	-11	0.6	-3	14	7	.
CCN1C(=O)c2cccc3c(S(=O)(=O)NCc4cccnc4)ccc1c23	-10	3	-6	18	1.5	-4	-5	-17	-2
Cc1ccc(C(=O)NCCc2sc(C)nc2C)cc1	-2	-1	12	-3	0.5	-7	-4	-6	-12
CCCc1cc2c(=O)c(-c3nc4ccccc4s3)c(COCC(=O)O)oc2cc1O	.	0	-10	2	2.4	-6	-3	19	.
CCc1cc2cc3c(cc2nc1SCC(=O)N1CCN(C(=O)c2ccco2)CC1)OCO3	-8	3	-6	7	-0.9	-1	-31	1	-36
CCCCc1nnc(NC(=O)c2cccc(S(=O)(=O)N3CCN(C)CC3)c2)s1	-3	1	-21	4	1.9	0	-14	-14	-14
Cc1ccc(S(=O)(=O)NN2C(=O)/C(=C/c3cccs3)SC2=S)cc1	-6	7	-5	-23	-0.6	0	-20	26*	-2
COc1ccc(NC(=O)CCNC(=O)C2CCN(S(=O)(=O)c3ccc(OC)cc3)CC2)cc1	5	1	-10	1	0.6	-1	-5	-5	-11
Cc1cccc2c1cnn2C(=O)Nc1ccccc1Cl	-3	2	0	-10	0.5	-3	-10	-6	-12
Fc1cccc(Cl)c1Cn1nnc2c(NCc3ccncc3)ncnc21	-7	3	-8	7	10	-5	7	-1	8
COc1ccc(N2CSC(=S)N(c3ccc(OC)cc3)C2)cc1	.	1	-6	14	0.6	-6	-15	-9	.
O=S(=O)(Nc1cccc(-n2cnnn2)c1)c1ccc(Cl)cc1	-9	1	1	8	5.0	0	17	-7	6
Cc1cc(NC(=O)CCC(=O)N(CC2CCCO2)C(C(=O)NC2CCCC2)c2cccnc2)no1 (stereo not given)	-9	5	-1	-22	0.5	-1	10	-14	-15
CCOc1cc(CNc2cccc3ccccc23)cc(Br)c1OCC(=O)NC(C)(C)C	-7	.	.	18	0.4	-4	-4	-23	-28
CC(C)C[C@H](NC(=O)C1CCN(S(=O)(=O)c2ccccc2)CC1)C(=O)NCc1cccnc1	-4	1	-12	2	7.9	-5	-13	5	1
COCC(C)n1c(C)cc(C(=O)CN2C(=O)NC3(CCCCC3C)C2=O)c1C (stereo not given)	-4	3	-2	18	0.2	-2	-21	-6	-18
Cc1ccccc1NC(=O)Cn1nnc(-c2ccc(N3CCOCC3)cc2)n1	-4	27	32	15	0.3	-1	-3	0	3
COc1ccc(N2CCN(c3nc4c(c(=O)[nH]c(=O)n4C)n3Cc3cccc(C)c3)CC2)cc1	-9	1	-4	-12	0.1	-4	9	20	-7
Cc1cc(/C(N)=N/OC(=O)Nc2cccc(C(F)(F)F)c2)no1	-4	7	-13	-2	3.7	1	2	1	1
CC1(NC(=O)N2CCOCC2)CCS(=O)(=O)C1 (stereo not given)	1	10	2	3	0.1	-2	-26	-15	-1
COc1ccccc1C1C2=C(CC(C)(C)CC2=O)Nc2nnnn21 (stereo not given)	0	2	-18	30	0.4	-8	-3	-10	-6
COC(=O)c1ccc(/C=N/NC(=O)C2CC(=O)N(c3ccc(OC)cc3)C2)cc1 (stereo not given)	-4	2	-20	-3	-0.2	1	-11	0	-12
CCOc1ccc(CCNC(=O)CCNC(=O)c2ccccc2Cl)cc1OCC	-3	-1	0	0	0.7	-4	-11	-2	-20
CCCCCCN1C[C@@H](O)[C@H](n2cc(COC(=O)c3ccccc3)nn2)C[C@@H]1c1ccc(C)cc1	.	0	-7	-7	0.0	-2	10	1	.
O=C(/C=C/c1ccc2c(c1)OCO2)Nc1c(C(=O)O)[nH]c2ccccc12	2	0	8	-13	-0.5	-4	9	16	-1

Next part.
SMILES	OXTR potentiate	TAAR1 ag	TAAR1 antagonist	CHO-K1 Ca PAM	M1 ag parental	M1 ag	CHRM1 antagonist	CHO-K1 Ca antag	CHO parental Ca
c1ccc(C2NCCn3cccc32)cc1 (stereo not given)	-11	2	-2	-5	-0.3	-4	11	0	1
Cc1cc(C(=O)CCC(=O)N(C)CC2COc3ccccc3O2)c(C)s1 (stereo not given)	.	2	-14	-6	-0.3	-4	-12	2	.
CC1CN(C(=O)CCC(=O)NC2CCCCC2)c2ccccc2S1 (stereo not given)	-20	7	-16	27	0.5	-3	-14	-8	-11
COc1cc(OC)c(OC)cc1/C=N/Nc1ncnc2c1[nH]c1ccccc12	-9	2	0	5	0.6	-4	-1	-6	-5
N=C1C(c2ccccc2)=C(O)CN1c1ccccc1N1CCOCC1	-5	-1	-21	-12	0.4	-4	-4	-7	0
CCn1ncc(Br)c1C(=O)Nc1sc2c(c1C(=O)OC)CCC2	8	0	-12	23	0.6	-3	-8	-11	-14
COc1ccc(/C=N/N=C2\SCC(=O)N2c2c(C)n(C)n(-c3ccccc3)c2=O)cc1OC	-6	3	9	-1	1.1	-8	-5	2	-17

Results in M1 ag, for 3 of the compounds above:
| SMILES | M1 ag |
| --- | --- |
| c1ccc(C2NCCn3cccc32)cc1 (stereo not given) | -4 |
| Cc1cc(C(=O)CCC(=O)N(C)CC2COc3ccccc3O2)c(C)s1 (stereo not given) | -4 |
| CC1CN(C(=O)CCC(=O)NC2CCCCC2)c2ccccc2S1 (stereo not given) | -3 |
